miR-122 sensor: miR-122 Renilla sensor signal increase in Huh7, primary screen, miR-122 inhibitor project, cell-based, single point, plate reader | Huh7 miR-122 Renilla luciferase sensor, 48 h; neutral wells = 0, positive control = 100 | activation (reporter increase), % at 12.5 µM | actives 0.3% (n = 340,000) | AID 602342, 2012;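 active = mean replicate activation score at least 90 and every replicate individually at or above 90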;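 note: higher luciferase means less miR-122 activity so hits act as miR-122 inhibitors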
INS-1E GSIS act: GLuc luminescence reporter in INS-1E cells, primary screen for activators of glucose-dependent secretion of insulin. actives 0.61% (n = 370,000). INS-1E GLuc reporter insulin secretion, 2-3 h. activation, % at 16.6 µM;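 active = lowest replicate activation of at least 40%, so every replicate reaches that level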;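 note: 0% = median of neutral control wells and 100% = median of IBMX positive control wells; some compounds called inactive have numbers as strong as hits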
An asterisk follows results filed as active.

Screens in order: miR-122 sensor	INS-1E GSIS act
> O=C(NCc1ccc(F)cc1)c1cc(-c2ccco2)on1
    6	1
> COC(=O)c1ccc(OC)cc1OCC(=O)N1CCN(c2ccc(F)cc2)CC1
    -4	-14
> CCn1c(SCC(=O)Nc2cc(C)c(Cl)cc2OC)nnc1-c1ccco1
    -2	-15
> Cc1ccc(S(=O)(=O)CCc2nc3ccccc3s2)cc1
    4	18
> Cc1cccc(OCC(O)CN2CCN(C3CCCCC3)CC2)c1 (configuration not stated)
    -5	11
> CN(C)S(=O)(=O)N(CCN1CCOCC1)Cc1ccccc1F
    -7	-1
> Cc1cc(OC(C)C)c2c(-c3ccccc3)cc(=O)oc2c1
    -1	-14
> CN(c1ccc(F)cc1)S(=O)(=O)c1ccc2[nH]cc(C(=O)O)c(=O)c2c1
    2	-3
> COc1cccc(-c2cccc(-c3nc(C(=O)Nc4ccc(-c5ccccc5)cc4)cc4c3[C@H](CCO)N(S(=O)C(C)(C)C)C4)c2)c1 (some centres not stated)
    -10	3
> CCC(C)(C)n1nnnc1C(c1cc2cc3c(cc2[nH]c1=O)OCO3)N1CCN(C)CC1 (configuration not stated)
    -2	6
> CC1Nc2ncnc(N3CCc4ccccc4C3)c2N(Cc2ccc(Cl)cc2)C1=O (configuration not stated)
    3	74*
> Cc1ccc(/C=C/C(=O)O)cc1S(=O)(=O)NCCO
    -3	37
> CCOc1ccc(OCc2ccc(C(=O)Nc3cccc(C)n3)o2)cc1
    2	-16
> O=c1oc(Nc2ccccc2F)nc2ccccc12
    0	-11
> c1ccc2c(c1)CC(N1CCCCC1)c1ccccc1N2 (configuration not stated)
    0	7
> O=C(CN1CCN(S(=O)(=O)/C=C/c2ccccc2)CC1)NC(=O)NCc1ccco1
    -7	0
> O=C(Nc1ccccc1SCC1CSc2nc3ccccc3c(=O)n21)c1cccc(Cl)c1 (configuration not stated)
    10	-11
> O=C(CSc1nc2ccccc2c(=O)n1-c1ccccc1)N1CCc2ccccc2C1
    -5	-47
> Cc1csc(NC(=O)CCn2c(=O)sc3ccccc32)n1
    -3	23
> CCOC(=O)c1c(NC(=O)CSc2nnc(C)c(=O)[nH]2)sc2c1CCC2
    -4	2
> O=C(C1CCC1)N1CCc2cc(S(=O)(=O)NCc3cccnc3)ccc21
    7	16
> O=c1c2ccccc2nc2sc3ccccc3n12
    2	12
> CCC(C)(C)n1nnnc1C(c1ccncc1)N1CCC(C)CC1 (configuration not stated)
    -2	7
> COc1ccc(NC(=O)CSc2nc(C)cc(C)n2)cc1
    6	-2
> Cc1c(C(=O)NCCSCc2ccc(Cl)cc2Cl)cccc1[N+](=O)[O-]
    6	7
> O=C1C2C(c3ccccc3)C=CC(c3ccccc3)C2C(=O)N1c1ccncc1 (configuration not stated)
    -9	-14
> Cn1cccc1Cc1nnc(SCC(=O)NCC2CCCO2)n1CCc1ccccc1 (configuration not stated)
    -6	-5
> CCCN(CCC)C(=O)C1c2ccccc2Oc2ccccc21
    1	-7
> COC(=O)C(O)(CC(=O)Nc1cc(OC)c(OC)c(OC)c1)C(F)(F)F (configuration not stated)
    -1	3
> O=C(CSCCO)Nc1nccs1
    2	12

Entries of single compounds, quoted from the list:
COC(=O)C(O)(CC(=O)Nc1cc(OC)c(OC)c(OC)c1)C(F)(F)F (configuration not stated) is listed with miR-122 sensor: -1; INS-1E GSIS act: 3
CN(C)S(=O)(=O)N(CCN1CCOCC1)Cc1ccccc1F is listed with miR-122 sensor: -7; INS-1E GSIS act: -1
O=C(CSc1nc2ccccc2c(=O)n1-c1ccccc1)N1CCc2ccccc2C1 is listed with miR-122 sensor: -5; INS-1E GSIS act: -47

Additional compounds:
Screens in order: miR-122 sensor	INS-1E GSIS act
> O=C(CN1CCN(c2ccc(F)cc2)CC1)N1CCOCC1
    -12	18
> O=C(c1ccccc1)N1CCN(C2C3CC4CC(C3)CC2C4)CC1 (configuration not stated)
    -1	10
> CN1CCC(N(C)CC(=O)Nc2ccccc2N2CCOCC2)CC1
    -6	7
> Cn1nnnc1SCCNS(=O)(=O)c1ccccc1
    4	3
> COc1ccc(OC)c(-c2cc(C(=O)Nc3sc4c(c3C#N)CCC(C)C4)c3ccccc3n2)c1 (configuration not stated)
    -1	-1
> CCn1c(Cc2ccc(OC)cc2)nnc1SCC(=O)Nc1nc2ccccc2s1
    3	9
> CCC(=O)Nc1nc(C)cc(SCC(=O)OC)n1
    -8	2
> CO/N=C(/CS(=O)(=O)c1ccc(C)cc1)c1ccc(OC)cc1
    -5	8
> CCc1ccccc1NC(=O)c1ccc(Cn2cc([N+](=O)[O-])cn2)cc1
    4	1
> COc1ccc(S(=O)(=O)N2CCN(CC(=O)Nc3ccc(C)c(F)c3)CC2)cc1
    -3	-17
> c1ccc(C2=NNC(=NCc3ccc4c(c3)OCO4)SC2)cc1
    0	1
> O=C(c1ccccc1)c1cccn1CC(=O)N1CCCCCC1
    -1	11
> CCCOc1ccc(/C(CC)=N/NC(=O)C2(C)CC2(Br)Br)cc1 (configuration not stated)
    1	-27
> CC(C)P(=O)(c1cccc(C(=O)O)c1)C(C)C
    0	12
> CN(C(=O)C1CCOC1)c1nnc(-c2ccccn2)s1 (configuration not stated)
    0	1
> CCC(=O)NCCCCNC(=O)CC
    -3	15
> COc1ccc(S(=O)(=O)N2CCCCCC2)cc1C(=O)OCC(=O)NC(N)=O
    -2	-12
> CC(=O)Oc1cc2c(C(=O)NCCCN3CCOCC3)c(C)oc2c2ccccc12
    -2	4
> Cc1ccsc1/C=N/NC(=O)CSCc1ccc(Cl)cc1
    -36	-29
> CSc1nc(N2CCN(Cc3ccc4c(c3)OCO4)CC2)c2ccccc2n1
    0	-46
> Cc1cc2oc(C(=O)NC3CCS(=O)(=O)C3)c(C)c2cc1C (configuration not stated)
    -5	11
> COc1ccc(OC)c(S(=O)(=O)Nc2cc(OC)c(Cl)cc2OC)c1
    67	-2
> CCCNc1nc2c(c(=O)[nH]c(=O)n2C)n1CCCc1ccccc1
    2	19
> CC1CN=C(N(Cc2ccccc2)C(=O)Nc2ccccc2)S1 (configuration not stated)
    1	-10
> COCCn1nnnc1C(c1cc(OC)ccc1OC)N1CCc2ccccc2C1 (configuration not stated)
    15	5
> O=S(=O)(NC1CCCCC1)c1ccc(F)c2ccccc12
    74	-9
> CCOC(=O)c1c(NC(=O)COC)sc(C(C)=O)c1C
    0	-10
> CCC(NC(=O)c1cccc(Cn2cc([N+](=O)[O-])cn2)c1)c1ccc(C(C)C)cc1 (configuration not stated)
    1	-19
> CC(=O)c1cccc(NC(=O)Nc2ccc(C(=O)N3CCCC3)cc2)c1
    0	-11
> CC(=O)Nc1ccc(NC(=O)Cn2cc3c(n2)CCCC3)cc1
    -8	-13

Part of the list above, comma-delimited.
Molecule,miR-122 sensor,INS-1E GSIS act
CCC(=O)Nc1nc(C)cc(SCC(=O)OC)n1,-8,2
CO/N=C(/CS(=O)(=O)c1ccc(C)cc1)c1ccc(OC)cc1,-5,8

Next results
Screens in order: miR-122 sensor	INS-1E GSIS act
> Cc1ccccc1C(=O)N=c1sccn1C
    -1	5
> O=C(CCN1Cc2ccccc2C1)c1ccc2c(c1)OCCO2
    0	25
> Cc1c(NC(=O)c2c(F)cccc2F)c(=O)n(-c2ccccc2)n1C
    1	10
> COCCN1C=C(C(=O)OC)C(c2ccc3c(c2)OCO3)C(C(=O)OC)=C1
    -4	11
> O=C(C1CCCCC1)N1CCC(c2nc3ccccc3[nH]2)CC1
    -3	4
> CCOc1cc(C(=O)N(C)Cc2cc3cc(OC)ccc3[nH]c2=O)cc(OCC)c1OCC
    -7	-5
> Oc1ccc(Br)cc1-c1cc(-c2ccco2)[nH]n1
    5	-16
> Nc1nc(-c2ccco2)nn1C(=O)CCc1ccccc1
    -1	12
> CC(=O)c1c(COC(=O)c2ccco2)nc2ccccc2[n+]1[O-]
    -1	18
> CC(C)CC(=O)Nc1ccc2oc(-c3cccnc3)nc2c1
    -1	2
> COC(=O)c1ccccc1NC(=O)Nc1cccnc1
    -3	33
> CCOC(=O)CC(=O)CSc1ncc(C(=O)OCC)c(N)n1
    -3	21
> O=c1[nH]c2ccccc2nc1C(F)(F)C(F)F
    0	22
> Cc1noc(C)c1COC(=O)CCCc1nc2ccccc2s1
    -4	13
> Cc1onc(-c2ccccc2Cl)c1C(=O)OCn1nnc2ccccc2c1=O
    6	11
> CSC1=C(C#N)C(c2ccccc2Cl)C(C(C)=O)=C(C)N1 (configuration not stated)
    -2	-7
> O=C(NCC(=O)N(Cc1cccs1)C(C(=O)NC1CCCCC1)c1ccco1)c1ccco1 (configuration not stated)
    21	-1
> CCn1c(-c2ccccc2Cl)nn(CC(=O)Nc2cc(Cl)ccc2Cl)c1=S
    10	-21
> Cc1cc(C)n(C(=O)c2ccc(S(=O)(=O)NCC3CCCO3)cc2)n1 (configuration not stated)
    0	7
> Clc1ccc(Cl)c(OCc2cc(-c3ccccc3Cl)on2)c1
    3	2
> CSc1nsc(SC)c1NC(=O)N1CCCCC1
    1	18
> CCn1c(SCC(=O)Nc2nc3ccccc3s2)nnc1-c1ccc(OC)cc1
    -2	35
> CN(C)Cc1nc2ccccc2c(=O)n1Cc1nc(C(C)(C)C)cs1
    4	-4
> CN(CC(=O)Nc1nc2ccc(F)cc2s1)S(=O)(=O)c1ccc(Cl)cc1
    7	-5
> CCn1cc(C(=O)Nc2ccc(C)c([N+](=O)[O-])c2)cn1
    0	0
> Cc1[nH]c(=O)c(C#N)c2c1CSC(C)(C)C2
    1	28
> CSc1cc(-c2ccccc2)n(Cc2c(Cl)cccc2Cl)c(=O)c1C#N
    -3	1
> O=C(O)CN(c1ccc2c(c1)OCCO2)S(=O)(=O)c1ccccc1
    1	7
> COc1ccc(/C=N/NC(=O)C(C)n2cnc3ccccc3c2=O)cc1 (configuration not stated)
    0	-6
> Cc1cc(C)n(C2CCCCC2OC(=O)c2ccccc2)n1 (configuration not stated)
    0	10

Among those listed so far, these contain bromine:
Screens in order: miR-122 sensor	INS-1E GSIS act
> CCCOc1ccc(/C(CC)=N/NC(=O)C2(C)CC2(Br)Br)cc1 (configuration not stated)
    1	-27
> Oc1ccc(Br)cc1-c1cc(-c2ccco2)[nH]n1
    5	-16

A draw from above in order of number of heavy atoms, falling:
Screens in order: miR-122 sensor	INS-1E GSIS act
> CCn1c(-c2ccccc2Cl)nn(CC(=O)Nc2cc(Cl)ccc2Cl)c1=S
    10	-21
> CSC1=C(C#N)C(c2ccccc2Cl)C(C(C)=O)=C(C)N1 (configuration not stated)
    -2	-7
> CSc1nsc(SC)c1NC(=O)N1CCCCC1
    1	18

Next part:
Screens in order: miR-122 sensor	INS-1E GSIS act
> CC1CCN(c2nc(NCc3ccco3)nc(N)c2[N+](=O)[O-])CC1
    3	14
> O=C(CCCCn1c(=O)c2ccccc2n(Cc2ccc(F)cc2)c1=O)NCc1ccco1
    47	-21
> Cc1n[nH]c(=O)nc1N1CCN(c2ccccc2)CC1
    -3	13
> CCCC1(C(=O)OCC)NC(c2ccc(N(C)C)cc2)C2C(=O)N(c3ccc4c(c3)OCCO4)C(=O)C21 (configuration not stated)
    3	-3
> O=C1C2Sc3[nH]c(=O)sc3C(c3ccccc3)C2C(=O)N1c1ccccc1 (configuration not stated)
    1	-2
> O=c1[nH]c(/C(=N\O)c2ccccc2)no1
    -1	7
> CCCCCCCC1(C)NC(=O)N(c2ccccc2)N1 (configuration not stated)
    2	-23
> CC(=O)Nc1ccc(C(=O)CSc2nnnn2C(C)C)cc1
    2	6
> Cc1ccc(Oc2nc(C(F)(F)F)nc3ccccc23)cc1
    -7	-19
> Cc1ccc2cc(C)c3nnc(SCC(=O)N4CCN(C(=O)c5ccco5)CC4)n3c2c1
    -6	-2

Screening data from PubChem BioAssay.

Only part of the results is shown; count on the stated rates, not on these rows.
